ALOX15B inhib – 15-hLO-2 (ALOX15B) enzyme inhibition | O15296 | purified 15hLO-2, xylenol orange hydroperoxide absorbance | Potency, µM (highest dose often 57.1 µM), for inactives: top-dose activity change, negative = inhibition, hits mostly inhibitors | 110,000 tested, 0.56% active; active means well fitted inhibition curve with a large enough effect; inconclusive means small, poorly fitted or top-dose-only effect; inactive means no such curve, though single readings can be large or run the other way; further: nearly all actives have a fitted effect of over 60% in size; many of its hits are not listed in these tables
Target sequence (O15296 whole entry, looked up): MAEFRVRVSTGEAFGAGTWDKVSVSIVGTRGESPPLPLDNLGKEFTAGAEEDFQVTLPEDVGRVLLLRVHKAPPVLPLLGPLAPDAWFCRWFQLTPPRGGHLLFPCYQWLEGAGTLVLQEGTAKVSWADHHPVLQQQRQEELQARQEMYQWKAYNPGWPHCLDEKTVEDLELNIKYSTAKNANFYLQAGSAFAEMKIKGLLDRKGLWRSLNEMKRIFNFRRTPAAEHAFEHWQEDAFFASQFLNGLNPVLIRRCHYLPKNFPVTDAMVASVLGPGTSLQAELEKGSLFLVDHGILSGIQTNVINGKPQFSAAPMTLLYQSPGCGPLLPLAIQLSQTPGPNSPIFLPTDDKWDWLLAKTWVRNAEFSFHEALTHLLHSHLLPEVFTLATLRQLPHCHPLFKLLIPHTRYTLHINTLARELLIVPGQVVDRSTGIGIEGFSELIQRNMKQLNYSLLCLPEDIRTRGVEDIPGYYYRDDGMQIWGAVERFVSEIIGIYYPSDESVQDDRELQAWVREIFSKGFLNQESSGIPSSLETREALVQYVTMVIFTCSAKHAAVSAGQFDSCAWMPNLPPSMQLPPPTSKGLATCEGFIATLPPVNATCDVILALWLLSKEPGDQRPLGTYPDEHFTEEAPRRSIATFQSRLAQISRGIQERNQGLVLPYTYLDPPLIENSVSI
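Purified human 15hLO-2 (50 nM) preincubated 15 min with compound, then 45 uM arachidonic acid for 90 min at RT in 25 mM Hepes pH 7.5, 0.01% Triton X-100. Hydroperoxide detected by Fe-xylenol orange; 573/405 nm absorbance ratio.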
* hit, by the source's call; ? = inconclusive; [ ] = remark or other dose. On the % scale 0 is the no-effect control and ±100 the full control effect; potency means the concentration at half of the fitted maximal effect. A portion of the library. The share of hits here may be higher or lower than overall.

molecule | ALOX15B inhib
COc1ccc(Oc2ncc3nc(-c4cc(F)cc(F)c4)c(=O)n(C4CC4)c3n2)cc1 | 6.4%
CN1CCN(c2nc(-c3ccoc3)nc3ccccc23)CC1 | 20.9%
COc1ccccc1CCn1c(=O)cnc2cncnc21 | -3.2%
COc1ccc(-n2c(=O)c(CCc3ccccc3)nc3cnc(N4CCN(C)CC4)nc32)cc1 | 43.6%[activator]
CN1CCN(c2ncc3nc(-c4cccs4)c(=O)n(CCc4ccccc4)c3n2)CC1 | -4.4%
CS(=O)(=O)Nc1cccc(-c2cncnc2NCc2cccnc2)c1 | -6.0%
Cc1cnc(CNc2ncncc2-c2cccc(NS(C)(=O)=O)c2)cn1 | -3.6%
COc1ccc(-c2nc3cnc(N(C)C)nc3n(Cc3ccc(F)cc3)c2=O)cc1 | -1.4%
COc1ccccc1CNc1ncncc1-c1ccc(C(=O)N(C)C)cc1 | -8.8%
CCNc1ncc2nc(-c3ccc(OC)cc3)c(=O)n(Cc3cccs3)c2n1 | 3.9%
N#CCCn1c(=O)c(-c2cccc(C#N)c2)nc2cnc(N3CCOCC3)nc21 | -8.3%
CNc1ncncc1-c1ccccc1C(F)(F)F | ?
Cn1c(=O)c(-c2cc(F)cc(F)c2)nc2cnc(N3CCNCC3)nc21 | 18.4%
N#Cc1cccc(-c2ccc3ncnc(NCCN4CCOCC4)c3c2)c1 | 5.5%
CN(C)C(=O)c1ccc(-c2ccc3ncnc(N4CCC(C(=O)O)CC4)c3c2)cc1 | -1.5%
Cc1cnc(CNc2ccnc(-c3ccccc3CN(C)C)n2)cn1 | 3.4%
c1ccc2c(NCCN3CCOCC3)nc(-c3ccoc3)nc2c1 | 24.4%
Clc1ccccc1-c1nccc(NCc2ccccc2)n1 | 1.6%
COc1cccc(Nc2ncc3nc(-c4ccc(Cl)cc4)c(=O)n(C[C@H]4CCCO4)c3n2)c1 | -2.6%
NCCn1c(=O)c(CCc2ccccc2)nc2cncnc21 | 0.5%
c1cncc(-c2nc(N3CCNCC3)c3ccccc3n2)c1 | 21.7%
COc1ccc(Oc2ncc3nc(C)c(=O)n(C[C@H]4CCCO4)c3n2)cc1 | -14.2%
Cc1cnc(CNc2cc(-c3cccnc3)ncn2)cn1 | -5.7%
Cc1cnc(CNc2cc(-c3cccc(NS(C)(=O)=O)c3)ncn2)cn1 | -12.2%
Clc1ccccc1-c1nc(Nc2ccncc2)c2ccccc2n1 | 55.7%[activator]
COc1cccc(Cn2c(=O)c(-c3cccc(C#N)c3)nc3cnc(N4CCN(C)CC4)nc32)c1 | -12.2%
O=c1cnc2cnc(N3CCNCC3)nc2n1Cc1ccc(F)cc1 | 0.2%
Cc1nc2cnc(Oc3ccccc3)nc2n(C2CC2)c1=O | -9.2%
COc1ncc2nc(CCc3ccccc3)c(=O)n(CCc3ccccc3)c2n1 | -0.9%
CN(C)c1ncc2ncc(=O)n(CCc3ccccc3)c2n1 | -3.8%
COc1ccccc1CNc1ncncc1-c1ccc2c(c1)OCO2 | 40.4%[activator]
CN(Cc1ccco1)c1ccnc(-c2cccnc2)n1 | 0.6%
CN(C)c1ncnc2ccc(-c3cccc(NS(C)(=O)=O)c3)cc12 | -7.9%
Clc1ccccc1-c1nc(NCc2cccnc2)c2ccccc2n1 | 46.9%[activator]
COc1ccccc1-c1ccc2ncnc(NC3CCNCC3)c2c1 | 52.3%[activator]
CS(=O)(=O)Nc1cccc(-c2cc(NCc3ccccc3)ncn2)c1 | -9.6%
COCCn1c(=O)c(-c2cc(F)cc(F)c2)nc2cnc(N3CCN(C)CC3)nc21 | 0.5%
COc1ccc(-c2nc3cnc(N4CCN(C)CC4)nc3n(CCc3ccccc3)c2=O)cc1 | -5.9%
COc1ncc2nc(C)c(=O)n(CCc3ccccc3)c2n1 | -2.9%
Clc1ccccc1-c1nc(NCc2cccs2)c2ccccc2n1 | 27.4%
COc1cccc(-c2ccc3ncnc(NCc4ccc(OC)cc4OC)c3c2)c1 | 9.2%
O=c1c(-c2ccc(Cl)cc2)nc2cnc(N3CCOCC3)nc2n1C[C@H]1CCCO1 | -6.2%
COc1cccc(-c2cncnc2NCc2cccc(C)c2)c1 | 46.0%[activator]
CS(=O)(=O)Nc1cccc(-c2nccc(Nc3ccc(F)cc3)n2)c1 | -8.9%
CCNc1ncc2nc(-c3ccc(Cl)cc3)c(=O)n(-c3ccc(OC)cc3)c2n1 | -1.2%
COc1ccc(Oc2ncc3nc(-c4ccc(OC)cc4)c(=O)n(C4CC4)c3n2)cc1 | -6.1%
O=c1cnc2cnc(N3CCNCC3)nc2n1C1CC1 | -2.0%
Cc1cnc(CNc2cc(-c3ccc4c(c3)OCO4)ncn2)cn1 | -12.6%

3 compounds already listed, ordered by the number in ALOX15B inhib, descending:
structure	ALOX15B inhib
COc1ccc(-c2nc3cnc(N4CCN(C)CC4)nc3n(CCc3ccccc3)c2=O)cc1	-5.9%
O=c1c(-c2ccc(Cl)cc2)nc2cnc(N3CCOCC3)nc2n1C[C@H]1CCCO1	-6.2%
CS(=O)(=O)Nc1cccc(-c2nccc(Nc3ccc(F)cc3)n2)c1	-8.9%

Other entries follow:
molecule | ALOX15B inhib
COc1ccccc1CNc1ccnc(-c2ccccc2OC)n1 | ?
Cc1nc2cnc(N(C)C)nc2n(CCc2ccccc2)c1=O | 22.2%
COc1cccc(Cn2c(=O)c(-c3cccs3)nc3cnc(OCc4ccccc4)nc32)c1 | -6.3%
Cc1noc(C)c1-c1cc(NCCN2CCOCC2)ncn1 | 2.2%
COc1ccc2[nH]cc(CCNc3ncncc3-c3ccc4c(c3)OCO4)c2c1 | 54.6%[activator]
O=c1c(-c2cc(F)cc(F)c2)nc2cnc(N3CCNCC3)nc2n1-c1ccccc1 | 32.5%[activator]
CN(C)c1ncc2nc(-c3cccs3)c(=O)n(-c3ccccc3)c2n1 | -7.1%
O=c1c(-c2ccc(F)cc2)nc2cnc(N3CCOCC3)nc2n1CCc1ccccc1 | -4.2%
CN(C)c1ncc2nc(-c3cc(F)cc(F)c3)c(=O)n(CCc3ccccc3)c2n1 | 26.2%
CN(C)c1ccc(-c2cncnc2N(C)Cc2ccco2)cc1 | 4.5%
Cc1cnc(CNc2ncncc2-c2cccc(C#N)c2)cn1 | 6.0%
CN1CCN(c2ncc3nc(-c4ccc(Cl)cc4)c(=O)n(Cc4cccs4)c3n2)CC1 | 10.4%
N#CCCn1c(=O)c(-c2cccc(C#N)c2)nc2cnc(Oc3cccc(Cl)c3)nc21 | -7.4%
CN(C)c1ncc2nc(-c3ccc(Cl)cc3)c(=O)n(C[C@H]3CCCO3)c2n1 | -4.5%
O=c1c(-c2cc(F)cc(F)c2)nc2cnc(N3CCNCC3)nc2n1Cc1ccc(F)cc1 | 48.7%[activator]
CS(=O)(=O)Nc1cccc(-c2cncnc2NCc2ccccc2)c1 | ?
Cn1c(=O)c(-c2ccc(Cl)cc2)nc2cnc(N3CCNCC3)nc21 | 27.2%
Cc1nc2cnc(N3CCN(C)CC3)nc2n(C)c1=O | -4.9%
CN(Cc1ccco1)c1cc(-c2ccc3c(c2)OCO3)ncn1 | -2.3%
COCCNc1nc(-c2cccc(NS(C)(=O)=O)c2)nc2ccccc12 | 13.3%
O=c1c(CCc2ccccc2)nc2cncnc2n1Cc1ccccc1 | -4.3%
O=c1c(-c2cc(F)cc(F)c2)nc2cnc(Nc3ccccc3)nc2n1C[C@H]1CCCO1 | 4.7%
CC(=O)NCCNc1ncncc1-c1ccccc1CN(C)C | 0.5%
CN1CCN(c2ncc3nc(-c4cn(C)c5ccccc45)c(=O)n(C[C@H]4CCCO4)c3n2)CC1 | 16.0%
COc1cccc(-c2nc(N3CCN(C)CC3)c3ccccc3n2)c1 | 28.2%
CNc1ccnc(-c2ccccc2OC)n1 | -1.6%
COc1ccccc1-c1nc(N(C)C)c2ccccc2n1 | -10.6%
CN(C)c1ccc(-c2cc(Nc3ccc(F)cc3)ncn2)cc1 | -5.8%
COc1cccc(Cn2c(=O)c(-c3cccs3)nc3cnc(N4CCNCC4)nc32)c1 | 40.0%[activator]
Cc1noc(C)c1-c1ccc2ncnc(Nc3ccc(F)cc3)c2c1 | 10.6%
CN(C)C(=O)c1ccc(-c2cc(-n3ccnc3)ncn2)cc1 | -23.0%
COc1ccccc1-c1nccc(Nc2ccc(F)cc2)n1 | 16.8%
Clc1ccccc1-c1ccc2ncnc(NCc3cccnc3)c2c1 | 51.4%[activator]
Cn1cc(-c2nc3cnc(Oc4ccccc4)nc3n(Cc3cccs3)c2=O)c2ccccc21 | -2.2%
O=c1c(-c2ccc(F)cc2)nc2cnc(N3CCOCC3)nc2n1Cc1ccc(F)cc1 | -8.2%
CN(C)C(=O)c1ccc(-c2cncnc2Nc2ccc(F)cc2)cc1 | -1.9%
COc1ccc(Oc2ncc3nc(-c4ccccc4)c(=O)n(C[C@H]4CCCO4)c3n2)cc1 | -10.2%
CCNc1ncc2nc(-c3cccs3)c(=O)n(C)c2n1 | -8.3%
O=c1c(-c2ccccc2)nc2cnc(Nc3ccccc3)nc2n1C[C@H]1CCCO1 | 3.2%
COc1ncc2nc(-c3ccc(F)cc3)c(=O)n(Cc3ccc(F)cc3)c2n1 | -12.0%
FC(F)(F)c1ccccc1-c1cncnc1NCc1ccccc1 | 15.7%
COc1ccc(CNc2ccnc(-c3ccoc3)n2)c(OC)c1 | -2.8%
COc1ccc(-n2c(=O)c(-c3ccccc3)nc3cnc(N4CCN(C)CC4)nc32)cc1 | 7.5%
CS(=O)(=O)Nc1cccc(-c2ccc3ncnc(N4CCOCC4)c3c2)c1 | 1.2%
COc1cccc(-c2nc(NCCNC(C)=O)c3ccccc3n2)c1 | 1.2%
Clc1ccccc1-c1cncnc1NCCN1CCOCC1 | 0.6%
COCCn1c(=O)c(C)nc2cnc(N3CCN(C)CC3)nc21 | 7.7%
CN1CCN(c2ncc3nc(-c4cn(C)c5ccccc45)c(=O)n(Cc4cccs4)c3n2)CC1 | 4.4%

Rewritten with values ahead of the structure: entries from further up
ALOX15B inhib | Molecule
-2.8% | COc1ccc(CNc2ccnc(-c3ccoc3)n2)c(OC)c1
7.5% | COc1ccc(-n2c(=O)c(-c3ccccc3)nc3cnc(N4CCN(C)CC4)nc32)cc1
1.2% | CS(=O)(=O)Nc1cccc(-c2ccc3ncnc(N4CCOCC4)c3c2)c1

Remaining list, next part.
molecule | ALOX15B inhib
Cc1cnc(CNc2nc(-c3ccccc3C(F)(F)F)nc3ccccc23)cn1 | 2.6%
CN(C)Cc1ccccc1-c1cncnc1Nc1ccncc1 | 6.6%
COc1ccccc1-c1nccc(N2CCN(C)CC2)n1 | 21.4%
CCNc1ncc2nc(C)c(=O)n(Cc3cccs3)c2n1 | -9.8%
O=c1c(-c2cccs2)nc2cnc(N3CCNCC3)nc2n1CCc1ccccc1 | -1.0%
CN(C)Cc1ccccc1-c1cncnc1Nc1ccccc1 | 8.0%
CN(C)c1ncc2nc(-c3cn(C)c4ccccc34)c(=O)n(C[C@H]3CCCO3)c2n1 | 2.6%
COCCNc1nc(-c2ccccc2C(F)(F)F)nc2ccccc12 | 0.8%
O=c1c(-c2ccc(F)cc2)nc2cnc(Nc3ccccc3)nc2n1C[C@H]1CCCO1 | -8.9%
Fc1ccc(Nc2ncncc2-c2ccoc2)cc1 | -5.1%
CCNc1ncc2nc(-c3cccs3)c(=O)n(Cc3cccs3)c2n1 | -5.2%
COc1ncc2nc(-c3cn(C)c4ccccc34)c(=O)n(C[C@H]3CCCO3)c2n1 | -1.6%
COc1cccc(Nc2ncc3nc(-c4cccs4)c(=O)n(Cc4cccs4)c3n2)c1 | -7.3%
COc1ccc(CNc2nc(-c3cccc(NS(C)(=O)=O)c3)nc3ccccc23)c(OC)c1 | 16.9%
COc1ccccc1CNc1cc(-c2ccccc2C)ncn1 | 9.0%
c1csc(CNc2nc(-c3ccc4c(c3)OCO4)nc3ccccc23)c1 | -8.5%
COc1cccc(Cn2c(=O)c(-c3cc(F)cc(F)c3)nc3cnc(N4CCNCC4)nc32)c1 | 50.8%[activator]
COc1ccc2[nH]cc(CCNc3cc(-c4ccc5c(c4)OCO5)ncn3)c2c1 | -25.4%
CCNc1ncc2nc(-c3ccc(F)cc3)c(=O)n(CCOC)c2n1 | 0.0%
Cc1noc(C)c1-c1nc(NCc2ccccc2)c2ccccc2n1 | 5.2%

Five structures already listed, arranged by SMILES length, lowest first:
molecule | ALOX15B inhib
COc1ccccc1CNc1cc(-c2ccccc2C)ncn1 | 9.0%
Cc1noc(C)c1-c1nc(NCc2ccccc2)c2ccccc2n1 | 5.2%
COc1ccc2[nH]cc(CCNc3cc(-c4ccc5c(c4)OCO5)ncn3)c2c1 | -25.4%
COc1cccc(Nc2ncc3nc(-c4cccs4)c(=O)n(Cc4cccs4)c3n2)c1 | -7.3%
COc1ccc(CNc2nc(-c3cccc(NS(C)(=O)=O)c3)nc3ccccc23)c(OC)c1 | 16.9%

Screening data from PubChem BioAssay.
